NadD block: inhibitors of Staphylococcus aureus NadD | purified NadD enzyme, colorimetric absorbance read-out | inhibition, % at 20 µM | 0.78% of 360,000 active | AID 602399; in the data active = inhibition above about 26%; also: some compounds past the cut are filed as inactive
DNMT1 block: DNMT1 (human) enzyme inhibition; inhibition (reported as % activation of signal), % at 10 µM; P26358; AID 588458; DNMT1 molecular beacon, Hinp1I cleavage, fluorescence; 0.83% of 360,000 active; in the data active = inhibition above about 50%
CendR NRP1 mod: alters CendR peptide binding to human NRP-1; FAM-RPARPAR peptide binding to NRP-1, fluorescence polarization; inhibition, % at 25 µM; 0.85% of 360,000 active; AID 602438;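 active = inhibition or corrected inhibition above about 18%, plus a signal ratio from 0.5 to 1.5, limit read from the data, passing the limit was not always enough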; also: strong numbers were not always called active
SKN-1 block: C. elegans SKN-1 inhibition | C. elegans VP596 Pgst-4::GFP/RFP ratio, acrylamide-induced, 24 h | 0.49% of 360,000 active | inhibition, % at 21.8 µM;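 active = interference check ratio from 0.5 to 1.5 plus GFP to RFP signal ratio inhibition reaching or exceeding a fixed threshold, cut at about 30% in these data, passing the limit was not always enough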; also: some compounds called inactive have numbers as strong as hits
LMPTP inh: LMPTP (human) inhibition. P24666. 0.22% of 360,000 active. recombinant LMPTP-A, OMFP fluorogenic substrate, fluorescence intensity. inhibition, % at 20 µM. AID 651560;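 active = compounds that cut the enzyme signal by at least half of the control window in the single-dose screen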;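 also: plate controls were DMSO wells with enzyme plus substrate for no effect and substrate without enzyme for full effect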
Target sequence (P24666 whole entry, looked up): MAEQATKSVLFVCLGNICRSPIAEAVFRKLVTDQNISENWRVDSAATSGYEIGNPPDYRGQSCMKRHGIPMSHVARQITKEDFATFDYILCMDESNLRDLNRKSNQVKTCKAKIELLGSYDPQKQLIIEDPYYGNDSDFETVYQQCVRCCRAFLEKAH
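Test system: LMPTP-A, protein tyrosine phosphatase of low molecular weight; Input: 0.625 nM enzyme; Incubation: 50 min dark incubation at room temperature; Signal: endpoint fluorescence intensity from OMFP dephosphorylation; Read-out basis: % inhibition versus control wells.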
Scp1 inh: Scp-1 (human) phosphatase inhibition; Recombinant Scp1, phosphopeptide, malachite green phosphate absorbance; inhibition, % at 20 µM; 0.88% of 340,000 active;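 active = inhibition above about 50% at 20 µM, limit read from the data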;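 also: plate controls were DMSO wells with enzyme for no effect and wells lacking enzyme for full effect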
Target sequence (Q9GZU7 76-261 limits assumed): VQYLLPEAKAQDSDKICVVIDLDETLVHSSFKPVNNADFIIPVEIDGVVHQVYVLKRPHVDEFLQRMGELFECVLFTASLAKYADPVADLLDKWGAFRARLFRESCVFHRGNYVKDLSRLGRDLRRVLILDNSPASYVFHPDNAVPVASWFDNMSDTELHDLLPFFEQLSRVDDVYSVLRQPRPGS
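Test system: SCP-1 phosphatase catalytic domain, residues 76-261 | Compound dosing: One concentration, 20 µM, with 1.0% DMSO | Schedule: 45 min room-temperature reaction, 5 min colour, 30 min stabiliser | Detection: Absorbance at 630 nm | Read-out basis: % inhibition of SCP-1 phosphate liberation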
Neddyl block: inhibitors of human cullin neddylation; calls only at 25 µM; TR-FRET cullin neddylation, biochemical; 0.58% of 360,000 active; in the data active = inhibition above about 36%
Tb MetRS inh: blocks T. brucei methionyl-tRNA synthetase activity | purified T. brucei MetRS, ATP depletion, Kinase-Glo luminescence | inhibition, % at 11.9 µM | 0.4% of 360,000 active | AID 624268;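 active = inhibition above a per-plate cutoff of the control wells' mean inhibition plus 3 SD, cut at about 5.5% in these data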;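 also: 0% = DMSO wells median and 100% = median of wells with control inhibitor compound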
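Measured by: Kinase-Glo luciferase luminescence reporting remaining unconsumed ATP. Material: purified T. brucei MetRS enzyme. Doses: 11.9 µM compound single dose, 0.9% DMSO. Medium: HEPES buffer containing pyrophosphatase, BSA, spermine, DTT. Times: 15 min preincubation, 2 h reaction, all 25 °C. Reagent: methionine, ATP and bulk E. coli tRNA.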
STEP inh: STEP (human) phosphatase inhibition | inhibition, % at 20 µM | AID 588621 | P54829 | recombinant STEP, OMFP fluorogenic substrate, fluorescence | 0.25% of 360,000 active;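 active = inhibition at 20 µM, scaled per plate between control wells, above about 37%, limit read from the data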;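 also: 0% = DMSO with enzyme and substrate and 100% = substrate only without enzyme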
Target sequence (P54829 whole entry, looked up): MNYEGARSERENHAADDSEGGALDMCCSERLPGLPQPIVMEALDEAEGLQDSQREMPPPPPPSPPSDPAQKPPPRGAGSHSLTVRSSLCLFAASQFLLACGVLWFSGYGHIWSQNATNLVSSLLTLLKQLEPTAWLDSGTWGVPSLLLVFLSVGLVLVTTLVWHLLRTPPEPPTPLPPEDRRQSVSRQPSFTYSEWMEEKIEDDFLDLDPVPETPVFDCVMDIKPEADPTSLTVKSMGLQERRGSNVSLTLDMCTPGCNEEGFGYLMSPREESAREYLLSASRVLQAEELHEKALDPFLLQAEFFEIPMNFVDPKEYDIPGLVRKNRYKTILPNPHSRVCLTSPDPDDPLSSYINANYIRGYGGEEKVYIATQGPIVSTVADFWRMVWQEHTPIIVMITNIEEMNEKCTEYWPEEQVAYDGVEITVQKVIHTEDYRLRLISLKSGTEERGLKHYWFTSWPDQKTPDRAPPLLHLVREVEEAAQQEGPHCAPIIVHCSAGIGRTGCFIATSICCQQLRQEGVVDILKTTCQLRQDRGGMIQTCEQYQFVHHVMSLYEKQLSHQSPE
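Test system: STEP tyrosine phosphatase / Reagent: OMFP at 25 µM / Doses: 20 µM, 1% DMSO / Read-out: percent inhibition scaled to no-enzyme and uninhibited-enzyme controls, plate-pattern corrected / Detection: FITC-channel fluorescence of OMFP product / Medium: Bis-Tris buffer pH 6.0, 2.5 mM DTT, 0.005% Tween 20 / Schedule: 20 min at room temperature, dark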
SUMO1 PPI mod: SUMO1-SIM interaction modulation | SUMO1 binding to a labelled peptide, TR-FRET, 1 h | P63165 | inhibition, % at 20 µM | 0.33% of 360,000 active; in the data active = inhibition above about 37%
Target sequence (P63165 whole entry, looked up): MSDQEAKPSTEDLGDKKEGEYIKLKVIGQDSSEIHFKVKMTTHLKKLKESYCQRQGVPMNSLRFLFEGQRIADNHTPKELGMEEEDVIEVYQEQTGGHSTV
Active calls of the source: *; i = inactive; . = not tested or not shown; + = active, no number.

SMILES	NadD block	DNMT1 block	CendR NRP1 mod	SKN-1 block	LMPTP inh	Scp1 inh	Neddyl block	Tb MetRS inh	STEP inh	SUMO1 PPI mod
CC(C)CNC(=S)N(CCCO)Cc1cc2cc3c(cc2[nH]c1=O)OCO3	7	2	1	-6	-1.0	-10	i	0.6	0	0
COc1ccc(C(=O)N2CCN(c3ccc(NC(=O)c4cccs4)cc3)CC2)cc1	-1	-5	-14	2	-0.4	4	i	-0.8	2	3
CCCN(CCC)CCCNC(=O)c1cc2cc3ccc(Cl)cc3nc2o1	-8	3	-16	-12	-0.3	-3	i	-0.8	0	-40
CCc1ccc2c(CC(=O)Nc3nnc(C4CC4)s3)coc2c1	-10	6	13	16	-2.5	-10	i	0.0	2	-2
CC1(C(=O)NS(=O)(=O)c2ccc3c(c2)CCO3)CCN1C(=O)CCC1CCCC1 (stereo unspecified)	0	-1	-7	-7	-1.3	.	i	-0.4	-1	2
COC(=O)[C@@]12CCCCN1[C@H](c1ccc(-c3cccc(Cl)c3)c(OC)c1)[C@H]1C(=O)N(C)C(=O)[C@H]12	1	-9	-2	-1	3.1	-8	i	-0.3	-2	4
CC(C)(C)c1ccc(NC(=O)C2=CN3CCS(=O)(=O)N=C3C=C2)cc1	5	1	-4	7	0.4	16	i	0.5	0	-5
CC1=CC(C)(C)Nc2ccc(C)cc21	-3	0	2	-5	-0.1	-11	i	0.3	4	15
CCCCCNC(=O)C(c1cc2ccccc2o1)n1c(=O)c(-c2ccccc2)nc2ccccc21 (stereo unspecified)	.	.	-10	8	0.9	.	i	-0.5	.	-6
Cc1nccn1CCCN1C(=O)OC2(CCCCC2)C1(C)O (stereo unspecified)	-2	-2	8	7	-3.1	-9	i	0.7	-1	-2
Cn1nnc(NC(=O)c2ccc([N+](=O)[O-])cc2Cl)n1	0	1	13	-1	-0.4	-1	i	0.7	-1	-17
CC(=O)Oc1ccc2nc(-c3ccco3)oc(=O)c2c1	-7	0	-3	0	-1.3	-5	.	-0.2	-1	6
c1ccc(-c2nnc(CSc3nncs3)o2)cc1	4	-2	12	-4	-3.0	0	i	-0.2	4	-2
Cc1c(-c2ccccc2)c(=O)oc2cc(O)ccc12	-6	-1	5	6	0.8	-3	.	-0.4	-2	-6
CCOc1ccccc1N(CC)C(=O)c1nn(C)c2c1CSc1ccccc1-2	-4	-3	10	9	2.7	0	i	0.1	6	4
O=C(NCCCn1ccnc1)c1c(F)cccc1F	3	-1	16	15	-5.2	-8	i	-0.4	-1	1
CC(C)N(C(=O)[C@H]1CC(CC(=O)NCc2ccco2)C(=O)N2CCc3c([nH]c4ccccc34)[C@]12C)C(C)C (stereo partly specified)	1	5	16	17	-1.2	-4	i	0.3	2	3
C[C@H](NC(=O)c1ccco1)C(=O)OCC(=O)N1CC(=O)Nc2ccccc21	2	-4	2	17	-1.7	-10	i	0.2	1	3
CCC(C)NS(=O)(=O)c1ccc(OCC(=O)Nc2ccc3c(c2)OCCO3)cc1 (stereo unspecified)	0	-2	4	7	-1.1	-9	i	0.1	1	-2
Cn1c(CN2CCCCC2)nc2cc(NC(=O)c3cccc(Br)c3)ccc21	-3	-4	8	8	0.3	-6	i	-0.2	3	1
Cc1ccc(C(=O)OCC(=O)N2CCCCCC2)c(O)c1	0	1	9	-12	-1.3	0	i	-0.2	-1	2
Cc1ccc(O)c(CNc2nccs2)c1	9	-7	-12	0	-0.6	-3	i	-0.4	-1	0
Cc1cccc(N(CC(=O)Nc2ccc(CC#N)cc2)S(C)(=O)=O)c1	0	-2	9	6	0.4	0	i	-0.2	0	2
Cc1cc(NS(=O)(=O)c2ccc(NC(=S)NC(=O)c3ccc(F)cc3Cl)cc2)no1	-2	7	5	6	-1.0	-5	i	0.0	28	7
Cc1ccc(C)c(NC(=O)c2ccccc2C(=O)c2ccccc2)c1	2	-2	-9	0	2.3	.	i	-0.8	3	1
CCCCn1c(N)c(N(CCOC)C(=O)c2ccc(F)c(S(=O)(=O)N3CCOCC3)c2)c(=O)[nH]c1=O	-6	-1	-7	-4	-1.0	-1	i	-0.5	-2	0
COc1ccccc1/C=C/C=N/NC(=O)c1cc(-c2ccco2)[nH]n1	43*	61*	-43	10	67*	-1	i	0.2	-1	22
COc1cccc(C(=O)NCC(=O)OC(C)C(=O)NC23CC4CC(CC(C4)C2)C3)c1 (stereo unspecified)	-6	3	16	1	2.2	36	i	-0.3	-3	3
CC1CCN(S(=O)(=O)c2ccc3c(c2)CCN3C(=O)C2CCC2)CC1	2	1	14	-10	0.7	-5	i	-0.1	3	8
C=C(C)CNC(=O)c1ccc(OC2CCN(C(=O)COC)CC2)cc1	-2	-1	7	5	-0.3	3	i	-0.1	-5	7
CCOc1ccccc1N(CC(=O)N1CCC(C)CC1)S(=O)(=O)c1ccc(C)cc1	3	0	0	-14	-0.1	-8	i	-0.4	-1	-1
COc1ccc(NC(=O)NNC(=O)COc2ccc([N+](=O)[O-])c(C)c2)cc1OC	-4	1	-10	16	0.0	-2	i	-0.1	0	-9
Cc1c(CCC(=O)NCCCCCC(=O)O)c(=O)oc2c(C)c3oc4c(c3cc12)CCCC4	2	1	-11	0	1.5	2	i	-0.2	5	21
Cc1cccc2cccnc12	0	1	-4	-14	-0.1	-3	i	-0.3	-2	3
COc1ccccc1NC(=O)Cn1c(CCC(=O)O)ccc1-c1ccccc1	2	0	-5	2	0.9	1	i	0.7	0	-1
COC(=O)C[C@@H]1C=C[C@H](NC(=O)Nc2ccc(OC)cc2)[C@@H](CO)O1	.	.	0	8	-0.6	.	i	-0.5	.	-1
CCN1CCN(Cc2nc3cc(NC(=O)COc4ccc([N+](=O)[O-])cc4)ccc3n2C)CC1	-4	-1	-5	3	1.5	-6	i	0.0	-1	-22
O=C1c2[nH]nc(-c3ccccc3O)c2C(c2ccc(F)cc2)N1Cc1ccco1 (stereo unspecified)	6	-4	6	19	3.5	-12	i	-0.2	5	6
CCOc1ccccc1N1CCN(C(=O)Cc2ccc(S(=O)(=O)N3CCOCC3)s2)CC1	-1	-2	-18	1	-1.1	-2	i	-0.6	1	3
Cc1cc(C)c2cc(C#N)c(NCCNC(=O)c3ccncc3)nc2c1	.	.	1	-8	0.2	.	i	-0.1	.	-2
CCCN(c1ccccc1F)S(=O)(=O)c1c[nH]c(C(=O)OC)c1	2	-2	16	10	1.5	-8	i	0.6	0	0
COCCSc1nnc(-c2cnccn2)o1	7	2	13	20	0.6	-13	i	-0.4	0	2
O=C(C1CCCO1)N1CCN(C(=S)Nc2ccc(Cl)cc2Cl)CC1 (stereo unspecified)	-1	0	-5	2	0.3	-1	i	-0.7	1	-3
O=C(COC(=O)c1ccc(F)cc1F)Nc1cc(S(=O)(=O)N2CCOCC2)ccc1Cl	-6	-2	9	7	0.7	-7	i	-0.2	-2	1
CC(=O)c1ccc(OC(=O)N(c2ccccc2)c2ccccc2)cc1	-6	-2	5	-8	-1.3	-11	i	-0.8	5	0
CCOC(=O)N1CCC(NC(=O)c2ccc3c(c2)N(Cc2ccc(F)cc2)CCS3)CC1	4	0	-6	12	3.1	0	i	-0.5	-2	-9
CC(=O)Nc1ccc(NC(=O)Nc2cc(C)cc(C)c2)cc1	-2	-1	8	-1	-0.3	-12	i	-0.3	-1	0
CCn1c(SCC(=O)N2CCCc3ccccc32)nc2cccnc21	13	3	-5	13	-1.9	-5	i	-0.7	0	-1
CCCc1nnc(NC(=O)CCC(=O)Nc2ccc(F)cc2)s1	-1	-2	9	-1	0.2	-10	i	0.4	-1	-1
Cc1sc2ncnc(NCC3(N4CCOCC4)CCCCC3)c2c1C	5	-4	-5	0	0.2	-2	i	-0.5	2	-4
Next part.
SMILES	NadD block	DNMT1 block	CendR NRP1 mod	SKN-1 block	LMPTP inh	Scp1 inh	Neddyl block	Tb MetRS inh	STEP inh	SUMO1 PPI mod
Cc1ccc(C23CC4CC(CC(C(=O)N(C)C)(C4)C2)C3)cc1	-7	1	0	-10	1.4	-16	i	0.1	1	4
CSc1cccc(CN2CCCC(C(=O)Nc3cccc(-n4cccn4)c3)C2)c1 (stereo unspecified)	-5	0	-2	1	0.3	6	i	3.4	2	-4
CC1CCCC(NC(=O)CN2CCN(Cc3ccc(Cl)cc3)C2=O)C1C (stereo unspecified)	-2	0	4	16	0.3	2	i	0.0	2	-2
O=C(c1ccccc1)N(CCO)Cc1cc2cc3c(cc2[nH]c1=O)OCCO3	-1	-9	22	-3	0.0	-1	+	-0.5	8	0
O=C(/C(=C/c1ccccc1Cl)c1ccccc1)N1CCOCC1	-10	2	2	9	-1.2	-5	i	-0.5	-1	-2
CCOC(=O)c1cc2cc([N+](=O)[O-])cc(OC)c2oc1=O	-2	1	4	7	-1.2	-5	i	0.0	0	-35
CC(C)(C)CN1C(=O)C(=O)NC[C@@H]1CC1CCCCC1	3	.	-10	-11	-1.6	.	i	-1.0	.	4
CCOc1ccc(S(=O)(=O)N(C)c2ccc(OCC(=O)Nc3nc4ccccc4s3)cc2)cc1	20	-6	-1	2	1.6	1	i	-1.2	2	-5
CCSc1nc(N2CCCCC2)c2c(c1C#N)CCCC2	17	3	2	21	0.3	-2	i	-0.2	5	-5
CC(C)(C)c1cc(OC(=O)c2ccncc2)ccc1O	-1	-2	-12	-1	-1.4	-5	i	-0.4	-2	0
O=C(Nc1ccccc1C(F)(F)F)c1ccccn1	-5	-1	-10	6	0.1	-7	i	-0.4	-2	1
Cc1ccc(N2CC(C(=O)NCCS(=O)(=O)N3CCN(c4ccccc4)CC3)CC2=O)cc1 (stereo unspecified)	2	8	8	16	-0.9	-9	i	0.2	-1	9
Cc1ccc(C)n1-c1nnc(N2CCC(C(=O)NCCCN3CC(C)CC(C)C3)CC2)s1 (stereo unspecified)	-3	0	0	16	6.3	-3	i	-0.1	1	-12

Sorted by value in NadD block (descending): four from the list above.
Structure,NadD block,DNMT1 block,CendR NRP1 mod,SKN-1 block,LMPTP inh,Scp1 inh,Neddyl block,Tb MetRS inh,STEP inh,SUMO1 PPI mod
CC(C)(C)c1cc(OC(=O)c2ccncc2)ccc1O,-1,-2,-12,-1,-1.4,-5,i,-0.4,-2,0
CCOC(=O)c1cc2cc([N+](=O)[O-])cc(OC)c2oc1=O,-2,1,4,7,-1.2,-5,i,0.0,0,-35
O=C(Nc1ccccc1C(F)(F)F)c1ccccn1,-5,-1,-10,6,0.1,-7,i,-0.4,-2,1
O=C(/C(=C/c1ccccc1Cl)c1ccccc1)N1CCOCC1,-10,2,2,9,-1.2,-5,i,-0.5,-1,-2

High-throughput results: PubChem, several laboratories
